Source: PubChem
D2 ag: agonists of human D2 dopamine receptor; activation, % at 2 µM; AID 485358; actives 0.53% (n = 340,000); HEK293 T-REx D2 cells, calcium flux agonist mode; P14416;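 active means activation over 3 SD above normal in the single-dose calcium agonist read, cut at about 30% in these data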; further: 0% is about no effect
Target sequence (P14416 whole entry, looked up): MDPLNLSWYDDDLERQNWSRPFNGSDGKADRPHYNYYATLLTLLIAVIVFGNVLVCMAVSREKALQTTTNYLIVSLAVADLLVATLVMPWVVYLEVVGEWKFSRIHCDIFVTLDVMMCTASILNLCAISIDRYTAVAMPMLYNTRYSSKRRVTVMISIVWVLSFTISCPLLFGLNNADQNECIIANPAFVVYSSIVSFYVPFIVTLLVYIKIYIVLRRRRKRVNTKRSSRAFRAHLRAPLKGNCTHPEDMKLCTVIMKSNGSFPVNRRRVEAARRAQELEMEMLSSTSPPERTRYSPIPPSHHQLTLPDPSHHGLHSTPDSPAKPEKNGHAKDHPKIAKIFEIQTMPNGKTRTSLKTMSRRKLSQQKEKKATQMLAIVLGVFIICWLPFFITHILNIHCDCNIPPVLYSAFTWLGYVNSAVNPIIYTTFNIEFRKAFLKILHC
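HEK293 Trex D2 cells, tetracycline-induced, o/n 30 C 5% CO2; no-wash Ca dye, RT 30–90 min; 10-cycle baseline, 23 nl cpd added, kinetic Ca read 180 s; agonist hits = positive Ca response.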
D1 antagonist: blocks dopamine activation of the human D1 receptor. P21728. actives 3.2% (n = 360,000). activity change, negative = inhibition, % at 10 µM. AID 504652. HEK293 TREx D1 cells, calcium flux, dopamine EC80; stronger effect = lower value; in the data active means activity change below about -30%; further: on the % scale 0 is the no-effect control and ±100 the full control effect
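Tetracycline-induced HEK293 Trex D1 cells, force-coupled to calcium, dye-loaded; compounds added and read 180 s, then EC80 dopamine added and calcium flux tracked kinetically another 180 s.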
TRHR enhancer: allosterically enhances the human TRH receptor | enhancement, % at 2 µM | P34981 | TRHR cells, fluo-8 calcium fluorescence, EC20 TRH enhancement | AID 493056 | actives 0.66% (n = 360,000); in the data active means enhancement above about 30%; further: 0% is about no effect
Target sequence (P34981 whole entry, looked up): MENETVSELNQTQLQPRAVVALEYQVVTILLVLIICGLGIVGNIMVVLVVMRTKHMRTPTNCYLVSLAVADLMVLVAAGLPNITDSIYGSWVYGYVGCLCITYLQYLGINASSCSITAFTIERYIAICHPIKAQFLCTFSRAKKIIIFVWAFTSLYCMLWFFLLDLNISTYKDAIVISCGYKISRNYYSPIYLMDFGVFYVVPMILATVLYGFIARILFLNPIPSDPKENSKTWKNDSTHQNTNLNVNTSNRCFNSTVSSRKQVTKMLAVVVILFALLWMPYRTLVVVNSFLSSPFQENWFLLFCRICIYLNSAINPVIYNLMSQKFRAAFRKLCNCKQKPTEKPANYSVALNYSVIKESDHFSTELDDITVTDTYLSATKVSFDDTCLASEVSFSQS
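Enhancer read-out: after compound pinning and an initial kinetic agonist-mode read, an EC20 of TRH (10 nM final) was injected and fluo-8 calcium signal (Ex 480/Em 530) followed at 1 s/cycle for 100 cycles in TRHR-expressing cells.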
D2 PAM: D2 dopamine receptor (human) potentiation. P14416. HEK293 T-REx D2, calcium flux, EC20 dopamine potentiation. potentiation, % at 10 µM. actives 0.34% (n = 340,000). AID 485347;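 active means potentiation over 3 SD above the plate norm, cut at about 30% in these data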; further: 0% is about no effect
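Tetracycline-induced Hek293 Trex D2 cells, force-coupled to calcium, loaded with no-wash calcium dye. Compound added with 180 s kinetic read for agonism, then EC20 dopamine and a further 180 s read for potentiation.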
RXFP1 ag: RXFP1 (human) receptor agonism | HEK293T-RXFP1 cAMP TR-FRET, 30 min; response scale: percent of porcine relaxin response, buffer zero | Potency, µM (top dose mostly 57.5 µM), without a hit: at the top dose activation, most hits filed as activators | actives 0.3% (n = 370,000); active means well fitted activation curve with a large enough effect; inconclusive means small, poorly fitted or top-dose-only effect; further: potency means the concentration at half of the fitted maximal effect; on the % scale 0 is the no-effect control and ±100 the full control effect; nearly all actives have a fitted effect of over 60% in size; many of its hits are not listed in these tables
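HEK293 cells stably expressing RXFP1, treated 30 min at 37C with compounds plus PDE4 inhibitor Ro 20174; cAMP measured by HTRF TR-FRET. Normalized to buffer and 29 nM porcine relaxin; EC50 by Hill fit.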
RXFP1 antagonist: blocks the human relaxin receptor RXFP1. actives 0.59% (n = 350,000). HEK293-RXFP1, relaxin-stimulated cAMP HTRF, 30 min; stronger effect = lower value. activity change, negative = inhibition, % at 57.5 µM;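 active means activity change of -60% or lower, but not beyond a set lower limit; inconclusive means change between -60% and -40%, or beyond the set limit; inactive means change above -40%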; further: on the % scale 0 is the no-effect control and ±100 the full control effect
D1 PAM: human D1 dopamine receptor positive modulation | P21728 | HEK293 TREx D1 cells, calcium flux, dopamine EC20 potentiation | potentiation, % at 10 µM | actives 0.036% (n = 360,000); in the data active means potentiation above about 30%; further: 0% is about no effect
D2 antag: antagonizes the human D2 dopamine receptor; P14416; HEK293 TREx D2 cells, calcium flux, dopamine EC80; inhibition, % at 10 µM; actives 2% (n = 340,000); in the data active means inhibition above about 30%; further: 0% is about no effect
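Dopamine at EC80 is the agonist stimulus; test compounds precede it by 180 s. Calcium flux read kinetically in a force-coupled, inducible HEK293 T-REx D2 cell line.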
D1 ag: activates the human D1 dopamine receptor. AID 504660. HEK293 T-REx D1 cells, calcium flux, agonist mode. activation, % at 2 µM. P21728. actives 1% (n = 360,000); in the data active means activation above about 30%; further: 0% is about no effect
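Tetracycline-induced HEK293 TREx D1 cells, force-coupled to calcium signalling, were dye-loaded with a no-wash calcium kit. Compound was pin-added after a 10 s baseline. Fluorescence was read kinetically at 1 cycle/s for 180 s, with calcium rises flagged as agonism.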
Active calls of the source: *; ? = inconclusive; . = not tested or not shown.

SMILES	D2 ag	D1 antagonist	TRHR enhancer	D2 PAM	RXFP1 ag	RXFP1 antagonist	D1 PAM	D2 antag	D1 ag
O=C(c1ccc(F)cc1Cl)N1CCN(CCc2ccccc2)CC1	0.1	7	21	-1	4.4%	-8	-4	-10	7
Cc1noc(C)c1CSc1nnc(-c2ccccc2)n1N	0.5	-1	7	2	0.7%	-3	3	-13	2
CCOC(=O)Cc1csc(SCC(=O)Nc2cc(Cl)ccc2Oc2ccccc2)n1	-1.5	-16	-8	11	-0.1%	1	-7	-5	7
S=c1[nH]nc(Cc2ccccc2)n1-c1ccc(Cl)cc1	0.5	7	4	0	-0.5%	-38	-2	18	3
CC(=O)NC(=S)Nc1ccc(S(=O)(=O)N2CCOCC2)cc1	-0.1	-8	32*	18	1.5%	11	-4	-8	1
COc1cc(C(=O)NNC(=O)C2CCC2)cc(OC)c1OC	-0.7	-48*	4	-3	2.9%	2	-5	-9	3
CC(=O)Nc1cccc(C(=O)OCC(=O)NC(C)c2ccc(F)cc2)c1 (stereo not given)	.	-7	19	.	1.4%	3	-1	.	7
O=C(c1ccco1)N1N=C(c2ccc3nccnc3c2)CC1c1ccccc1 (stereo not given)	-1.0	.	-2	9	1.5%	4	-6	1	1
CCNC(=S)N1CCN(c2ccccn2)CC1	2.7	-5	8	-4	-1.1%	1	-5	-3	0
CCCN1C2CCCC1CC(NC(=S)Nc1cccc(C)c1)C2 (stereo not given)	-0.2	3	10	11	-3.3%	-5	-11	-18	1
CCSc1nnc(-c2ccc(S(=O)(=O)NCc3cccs3)cc2)o1	0.1	-14	-4	0	2.8%	13	-1	5	2
NC(=O)C(c1cccc(Cl)c1)c1ncc(C(F)(F)F)cc1Cl (stereo not given)	0.6	1	-6	7	0.1%	10	-4	0	2
O=C(COC(=O)c1ccc(Cl)nc1)NNC(=O)c1ccc(Cl)cc1	-0.4	-15	1	10	0.5%	2	0	3	2
COc1cc(OC)cc(C(=O)NC(C)CCc2ccccc2)c1 (stereo not given)	-0.4	4	6	0	-0.1%	16	12	15	5
COc1ccc(-n2nc(C(=O)NCC(=O)NCc3ccccc3OC)c3ccccc3c2=O)cc1	1.9	1	9	-9	2.7%	-9	-6	-6	2
COc1ccccc1N1CCN(C(=O)C2CCN(S(=O)(=O)c3ccccc3F)CC2)CC1	-0.3	1	-10	17	1.3%	-5	1	4	0
Cc1ccc(NC(=O)N2CC=C(c3c[nH]c4ccccc34)CC2)cc1Cl	0.7	-1	2	-19	2.0%	-9	-6	.	6
Cc1ccc(OCC(=O)NC2CCS(=O)(=O)C2)cc1 (stereo not given)	-0.4	21	7	4	2.5%	9	-2	5	2
Cc1c(NC(=O)c2ccc(F)c(S(=O)(=O)N3CCOCC3)c2)c(=O)n(-c2ccccc2)n1C	-0.2	15	-6	2	2.8%	-4	-1	-9	7
O=C(Nc1ccccc1)c1sc(N2CCOCC2)nc1-c1ccccc1	-0.8	-1	-5	2	2.7%	-6	-7	20	2

Brought forward from above: 5 compounds; new compounds follow.
SMILES	D2 ag	D1 antagonist	TRHR enhancer	D2 PAM	RXFP1 ag	RXFP1 antagonist	D1 PAM	D2 antag	D1 ag
COc1ccccc1N1CCN(C(=O)C2CCN(S(=O)(=O)c3ccccc3F)CC2)CC1	-0.3	1	-10	17	1.3%	-5	1	4	0
Cc1ccc(NC(=O)N2CC=C(c3c[nH]c4ccccc34)CC2)cc1Cl	0.7	-1	2	-19	2.0%	-9	-6	.	6
Cc1ccc(OCC(=O)NC2CCS(=O)(=O)C2)cc1 (stereo not given)	-0.4	21	7	4	2.5%	9	-2	5	2
Cc1c(NC(=O)c2ccc(F)c(S(=O)(=O)N3CCOCC3)c2)c(=O)n(-c2ccccc2)n1C	-0.2	15	-6	2	2.8%	-4	-1	-9	7
O=C(Nc1ccccc1)c1sc(N2CCOCC2)nc1-c1ccccc1	-0.8	-1	-5	2	2.7%	-6	-7	20	2
CC(=O)NCCc1nc2cc(NS(=O)(=O)c3ccc(Cl)cc3)ccc2n1C	.	2	5	.	1.7%	1	-5	.	4
COc1ccccc1CNC(=O)C1CCN(S(=O)(=O)Cc2ccccc2)CC1	1.2	5	0	1	-1.2%	-4	-2	.	5
O=C1CCC(C(=O)N2CCc3ccccc3C2)CN1CCCN1CCOCC1 (stereo not given)	0.7	5	3	-2	-0.4%	-6	-2	5	3
Oc1ccc(/C=C/c2ccc3cccc(O)c3n2)cc1Br	5.7	-11	2	-6	0.3%	-11	5	15	37*
CCN(CC)CCN(C(=O)C1=COCCO1)c1nc2cc(C)cc(C)c2s1	2.4	-1	3	-19	1.3%	-26	-3	-5	5
O=C(O)c1ccc2c(c1)CCCN2	0.1	-10	2	6	-0.1%	0	-8	-10	0
COc1cc(CO)ccc1OCC(=O)Nc1cccc2ccccc12	0.9	-2	3	8	-0.1%	1	-9	-5	0
CCCC(=O)Nc1ccc2c(c1)nc(CN1CCCCC1)n2C	0.8	4	4	-5	0.2%	-2	3	14	2
COc1ccc(CSc2nc(C)cc(C)c2S(C)(=O)=O)cc1	0.1	-7	0	5	5.3%	0	-5	9	12
CC(C)(C)c1ccc(-c2noc(-c3ccc4c(c3)CCO4)n2)cc1	1.8	6	-3	1	-0.7%	-12	2	-6	5
CC1(C)CC(=O)C2=C(C1)N(c1ccc(F)cc1)C(=O)C2(NC(=O)c1ccccc1F)C(F)(F)F (stereo not given)	-0.1	13	16	0	0.5%	-9	-2	3	0
Cc1ccccc1NC(=O)Cc1nc(COC(=O)CC(C)c2ccccc2)cs1 (stereo not given)	-0.9	-5	-1	6	0.6%	-1	0	-1	4
Cc1ccc(OCCCn2c(CCNC(=O)C3CCCCC3)nc3ccccc32)c(C)c1	0.1	-4	-6	.	3.0%	.	-4	.	-2
COc1cc(O)c(C(CC(=O)N2CCOCC2)c2cc(OC)c(OC)c(OC)c2)c(OC)c1 (stereo not given)	-0.2	4	2	-6	0.0%	.	-3	-16	2
Cc1cc(OC(C)C(=O)NCc2ccccn2)c2c(C)c(Cc3ccccc3)c(=O)oc2c1 (stereo not given)	0.1	0	8	9	8.6%	-12	4	-9	1
CCOC(=O)c1sc(NC(=O)C2CC(=O)N(c3ccc4c(c3)OCCO4)C2)nc1C (stereo not given)	-0.2	1	1	-2	-0.2%	-17	-10	17	5
O=C(NC(NC(=S)Nc1ccc(Cl)cc1)C(Cl)(Cl)Cl)c1ccco1 (stereo not given)	.	-16	-7	.	1.0%	-22	-10	.	9
CC(=O)c1ccc(S(=O)(=O)N2CCN(CC(=O)NC(=O)NC3CCCCC3)CC2)cc1	1.3	-5	-3	-9	-0.5%	4	-8	4	3
CC(C)CNC(=O)c1ccccc1NC(=O)c1ccccc1N(C)S(C)(=O)=O	0.1	0	0	5	4.4%	4	-1	-2	0
Cn1c(/C=N/O)nc2ccccc21	-0.4	0	5	0	2.0%	27	-5	-7	1
CCc1ccc(S(=O)(=O)Nc2cccc(-c3ccc4nncn4n3)c2)s1	0.6	-2	2	7	1.3%	15	-2	0	-1
Cc1ccc(NC(=O)Cn2cc(S(=O)(=O)N3CCC(C)CC3)c3ccccc3c2=O)c(Br)c1	.	8	14	-1	?	.	1	.	7
CCOC(=O)C1=C(C)NC2=C(C(=O)CCC2)C1c1cccs1 (stereo not given)	-1.6	9	1	-13	0.9%	-7	1	-1	4
COc1ccccc1CNC(=O)C(=O)NCC(c1ccco1)S(=O)(=O)c1cccs1 (stereo not given)	0.5	.	2	-3	0.4%	-6	-2	.	1
Cc1cccc(NC(=S)N(C)C2CCCCC2)c1	1.0	-23	-4	-2	1.5%	12	-3	-21	2
COc1ccccc1CNC(=O)Cn1nc(C)n2cccc2c1=O	.	-15	-1	-6	-3.5%	1	-5	.	2
Cc1sc2ncn(CC(=O)Nc3ccccc3F)c(=O)c2c1-c1ccccc1	.	3	-5	.	5.4%	-10	1	.	5
COc1ccc(C(=O)NCCN2CCCC2)cc1[N+](=O)[O-]	-0.5	6	1	-5	1.4%	5	-1	7	2
CCc1ccc2[nH]cc(C(=O)OCCOC)c(=O)c2c1	0.9	6	1	-3	0.2%	4	-2	0	0
Cc1ccc(Sc2nnc(-c3ccccc3)cc2C#N)cc1	0.1	.	-10	8	1.5%	1	-4	12	1
O=C(COc1ccc(Cl)cc1Cl)Nc1ccc(C(=O)OC2CCCCC2)cc1	0.3	-5	-8	-1	-0.3%	4	1	.	0
Cc1cc(C)c(CN2CCC(n3nccc3NC(=O)c3ccccc3Cl)CC2)cc1C	3.4	-14	-2	-19	-0.4%	-21	-4	-8	3
N#CCCCn1c(-c2ccccc2)noc1=O	1.1	10	3	-2	1.5%	-3	-6	-9	4
COc1cccc(Nc2nc3c(S(=O)(=O)c4cc(C)ccc4C)nnn3c3ccsc23)c1	-0.7	-6	12	4	0.9%	3	-6	.	0
Cc1cc(C(=O)NC2CCCc3c2cnn3-c2ccc(C)c(C)c2)no1 (stereo not given)	-1.1	-7	2	-1	0.9%	-1	-2	22	6
O=C(CNC(=O)c1cccc(Br)c1)N/N=C/c1cccs1	0.2	21	7	-13	-1.4%	7	-3	8	1
CCOC(=O)C(=O)/C(=C\N(C)C)c1onc(-c2c(Cl)cccc2Cl)c1C(=O)OC	-0.4	4	-4	1	-0.2%	-3	1	-9	3
CCOC(=O)C1=C(CSc2nc3ccccc3s2)NC(=O)NC1c1cccc([N+](=O)[O-])c1 (stereo not given)	-2.5	-5	-1	-1	-0.4%	-18	-2	9	7
Cc1ccc(C(=O)Nc2nc(C(C)(C)C)cs2)s1	1.2	.	0	0	2.2%	-22	-1	1	-1
CC(Oc1ccc(Cl)cc1)C(=O)N1CCN(C(=O)c2ccco2)CC1 (stereo not given)	0.4	-19	-3	-6	-1.0%	2	-1	8	3
COC(=O)c1sccc1NC(=O)CSc1ccccc1N	1.7	.	5	-6	-0.6%	-2	0	-2	-2
CC(C)(C)N(CC(=O)NC1CCCCC1)C(=O)CS(=O)CC(=O)Nc1ccc(F)cc1 (stereo not given)	-0.2	0	-2	-2	-0.7%	-4	-6	3	5
NC(Cc1ccccc1)C(O)(c1ccccc1)c1ccccc1 (stereo not given)	-0.9	3	16	5	-1.1%	-5	-4	7	1
COc1ccc(-c2ccc3c(N)c(C(=O)Nc4ccc(C)cc4C)sc3n2)cc1OC	0.3	-10	0	10	?	15	-8	.	2

Entries above printed as active in TRHR enhancer:
SMILES	D1 antagonist	TRHR enhancer	D2 PAM	RXFP1 antagonist	D1 PAM	D2 antag	D1 ag
CC(=O)NC(=S)Nc1ccc(S(=O)(=O)N2CCOCC2)cc1	-8	32*	18	11	-4	-8	1

These rows are one share of the data. The share of hits here may be higher or lower than overall.
